Screens: PubChem, National Center for Advancing Translational Sciences (NCATS)
LDHA inh: LDHA (human) enzyme inhibition; P00338; purified LDHA, NADH/diaphorase-resazurin fluorescence; active compounds read low; activity change, % (values are at about 110 or 230 µM); 480,000 tested, 0.15% active; AID 1347041; in the data active = activity change below about -30%; inconclusive = mostly about -25% to -30%;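 note: plate controls were DMSO wells for no effect and wells without enzyme for full effect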
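Human LDH5 (2 nM) was incubated with 0.06 mM NADH and 0.2 mM pyruvate for 5 min at room temperature in Tris pH 7.4. Remaining NADH was coupled through diaphorase/resazurin, and resorufin fluorescence was read at 0 and 20 min.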
GRP78 ERSR act: ER stress response induction in glioma; AID 602332; U87-MG GRP78 promoter luciferase reporter, 16 h; 420,000 tested, 0.02% active; Potency, µM, inactives show top-dose activation, hits mostly activators; note: potency is the fitted concentration of half-maximal effect; series mostly up to about 76 µM; % of control where 0% means no effect; nearly all actives have a fitted effect of over 35% in size
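Stably transfected U87-MG human glioma cells carrying a GRP78-based luminescent sensor were seeded at 1000 cells/well, pin-dosed with compounds and incubated 16 h. Luciferase reagent was then added, and end-point luminescence was read after 10 min at room temperature.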
mIDH1 inhibitor: human IDH1 R132H inhibition | IDH1-R132H enzyme, NADPH consumption, diaphorase/resazurin fluorescence | 390,000 tested, 0.093% active | Potency, µM (series often up to 76.6 µM), for inactives: at the top dose activity change, negative = inhibition, hits mostly inhibitors | AID 602179; note: potency is the fitted concentration of half-maximal effect; % is set by controls: 0 for no effect and ±100 for the full control effect; nearly all actives have a fitted effect of over 65% in size
Target sequence (O75874 whole entry R132H, stated change not applied): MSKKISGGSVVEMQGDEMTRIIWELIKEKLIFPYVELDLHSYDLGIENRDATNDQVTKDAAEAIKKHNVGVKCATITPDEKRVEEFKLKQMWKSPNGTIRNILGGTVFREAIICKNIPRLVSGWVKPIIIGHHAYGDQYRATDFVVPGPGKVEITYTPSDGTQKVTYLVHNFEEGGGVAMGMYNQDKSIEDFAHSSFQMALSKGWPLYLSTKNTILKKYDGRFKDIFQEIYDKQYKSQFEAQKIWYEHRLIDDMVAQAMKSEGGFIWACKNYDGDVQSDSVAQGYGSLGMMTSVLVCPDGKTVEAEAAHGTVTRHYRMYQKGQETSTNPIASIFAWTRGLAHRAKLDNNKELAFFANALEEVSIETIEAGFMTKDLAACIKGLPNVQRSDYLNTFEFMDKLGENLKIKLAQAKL
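IDH1-R132H (0.5 ug/mL) preincubated 30 min with compound, then NADPH (0.016 mM) and alpha-KG (2 mM) added; 80 min at RT, pH 7.5. Remaining NADPH coupled via diaphorase/resazurin to fluorescence (540/590 nm); concentration-response curves normalized to no-enzyme control.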
TrxR1 inh: inhibitors of rat thioredoxin reductase 1; recombinant rTrxR1, NADPH fluorescence consumption, selenite substrate; O89049; AID 588453; 390,000 tested, 1% active; Potency, µM (series often up to 114 µM), for inactives: top-dose activity change, negative = inhibition, usual class: inhibitors; note: potency is the fitted concentration of half-maximal effect; % is set by controls: 0 for no effect and ±100 for the full control effect; nearly all actives have a fitted effect of over 65% in size
Target sequence (O89049 whole entry, looked up): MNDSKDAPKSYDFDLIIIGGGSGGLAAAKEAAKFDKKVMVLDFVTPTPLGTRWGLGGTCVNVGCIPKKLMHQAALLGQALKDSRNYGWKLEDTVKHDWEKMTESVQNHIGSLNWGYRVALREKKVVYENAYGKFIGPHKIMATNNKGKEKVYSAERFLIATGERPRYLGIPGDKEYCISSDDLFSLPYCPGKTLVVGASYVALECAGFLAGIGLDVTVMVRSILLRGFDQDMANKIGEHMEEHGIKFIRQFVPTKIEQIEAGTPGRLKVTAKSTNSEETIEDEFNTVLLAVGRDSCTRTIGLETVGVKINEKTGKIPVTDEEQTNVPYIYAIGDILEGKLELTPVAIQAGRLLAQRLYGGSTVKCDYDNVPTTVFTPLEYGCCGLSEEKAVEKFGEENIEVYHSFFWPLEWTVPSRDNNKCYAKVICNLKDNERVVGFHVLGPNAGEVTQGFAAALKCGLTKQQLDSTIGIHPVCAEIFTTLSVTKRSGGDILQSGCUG
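Rat TrxR1 (90 nM in the dispensed reagent) was pre-reduced with 400 uM NADPH for 5 min at room temperature, then incubated with compound for 15 min. After 400 uM selenite was added, NADPH fluorescence (Ex 340/Em 450 nm) was followed for 8 min.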
Vif-A3F inh: inhibitors of Vif-A3F interaction. HeLa A3F-eYFP + Vif (tagged APOBEC3F with the HIV-1 protein that degrades it), YFP fluorescence increase. Potency, µM (top dose mostly 46.1 µM), for inactives: top-dose activity, negative = active. 390,000 tested, 0.2% active; note: potency is the fitted concentration of half-maximal effect; % of control where 0% means no effect; nearly all actives have a fitted effect of over 65% in size
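HeLa cells stably expressing A3F-eYFP plus Vif, plated and incubated overnight at 37 deg C, then exposed to compounds overnight at 37 deg C. Blocked degradation read as raised yellow fluorescence (Ex 488/Em 500-530).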
Vif-APOBEC3G blk: blocks the Vif interaction with human APOBEC3G; Q9HC16; HeLa A3G-eYFP + Vif (tagged APOBEC3G with the HIV-1 protein that degrades it), YFP fluorescence, overnight; Potency, µM (doses to about 46.1 µM), for the others: at the top dose activity, negative = active, usual class: inhibitors; 410,000 tested, 0.076% active;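 note: potency is the fitted concentration of half-maximal effect; % is set by controls: 0 for no effect and ±100 for the full control effect; nearly all actives have a fitted effect of over 60% in size; hits raise eYFP signal because A3G escapes Vif-driven loss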
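Read-out is eYFP fluorescence (Ex 488/Em 500-530) from Vif-expressing HeLa A3G-eYFP cells; more signal means A3G escaped Vif-mediated degradation. Cells plated overnight, compound pinned in, incubated overnight at 37 deg C.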
USP1-UAF1 inh: USP1/UAF1 (human) deubiquitinase inhibition; O94782; recombinant USP1/UAF1, Ub-Rhodamine cleavage fluorescence; Potency, µM (titrated, usually from 57.1 µM), inactives show at the top dose activity change, negative = inhibition, usual class: inhibitors; 390,000 tested, 0.23% active; AID 743255; note: potency is the fitted concentration of half-maximal effect; % is set by controls: 0 for no effect and ±100 for the full control effect; nearly all actives have a fitted effect of over 60% in size; inactives centre near -12
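High-throughput fluorogenic screen: 1nM USP1/UAF1 complex, Ub-Rho substrate 150nM final, 50mM HEPES pH 7.8 with 0.5mM EDTA, 0.1 mg/ml BSA, 1mM TCEP and 0.01% Tween-20.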
RGS4 inhibitor: blocks human RGS4-accelerated GTP hydrolysis | AID 504845 | 390,000 tested, 0.039% active | Transcreener GDP fluorescence polarization, RGS4-accelerated GTP hydrolysis | Potency, µM (top dose mostly 114 µM), for inactives: at the highest dose activity change, negative = inhibition, hits mostly inhibitors | P49798; note: potency is the fitted concentration of half-maximal effect; % is set by controls: 0 for no effect and ±100 for the full control effect; nearly all actives have a fitted effect of over 75% in size; some results filed as inactive show a strong effect at the top dose
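MLSMR compounds (23 nl, pin-transferred) preincubated 10 min at room temperature with a 500nM (2x) first reagent, then RGS4 at 900nM (2x) plus Transcreener GDP mix added; fluorescence polarization (620/688 nm) read before and after 90 min at 30 °C.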
TrxR1 substrate: is turned over as a substrate by rat TrxR1 | O89049 | purified TrxR1 substrate turnover, NADPH consumption readout | Potency, µM (highest dose often 114 µM), without a hit: top-dose activity change, negative = substrate turnover | 390,000 tested, 0.01% active; note: potency is the fitted concentration of half-maximal effect; % is set by controls: 0 for no effect and ±100 for the full control effect; nearly all actives have a fitted effect of over 50% in size
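Rat TrxR1, dispensed at 90 nM, was prereduced with 400 uM NADPH (final) for 5 min at ~22 deg C, then incubated with compound 15 min before 400 uM selenite. A first-read NADPH fluorescence drop versus no-compound background flagged substrates.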
* hit, by the source's call; ? = inconclusive; / = not tested or not shown; [ ] = remark or other dose. Unless noted, calls come from the whole dose curve; as a rule, active = well fitted curve in the direction sought with a large enough effect; inconclusive = small, poorly fitted or top-dose-only effect, or another doubt; inactive = no such curve, though single readings can be large; an effect the other way counts as inactive or inconclusive.

SMILES	LDHA inh	GRP78 ERSR act	mIDH1 inhibitor	TrxR1 inh	Vif-A3F inh	Vif-APOBEC3G blk	USP1-UAF1 inh	RGS4 inhibitor	TrxR1 substrate
COC(=O)c1ccc(C(=O)NC2CC(C)(C)Cc3c2cnn3-c2ccc(F)cc2)nc1 (stereo not given)	1	3%	4%	-9%	2%	?	-6%	-4%	-11%
Cn1cccc1-c1nc2ccccc2n1C	-7	3%	5%	-11%	-16%	-3%	-25%	-2%	35%[activator][57.1 µM]
O=c1n(Cc2ccc(F)cc2)c2ccccc2c2nc(-c3ccccc3)nn12	-10	-1%	0%	22%	3%	-4%	-18%	0%	5%
COc1ccc([C@H]2CN(CCc3ccccc3)C(=O)[C@@H]2CC(=O)Nc2ccccc2)cc1	0	0%	4%	/	-1%	0%	-13%	/	/
CC1(C)CC(=O)C(CSC(=O)c2ccccc2)C(=O)C1	-2	-4%	0%	/	0%	1%	-13%	/	/
CCC(Oc1cc(Cl)ccc1Cl)C(=O)N1CCCN(C)CC1 (stereo not given)	-2	-4%	3%	-6%	-8%	2%	-10%	17%	-8%
Cc1nc2ccc(NS(=O)(=O)c3ccc(F)cc3)cc2s1	2	8%	5%	18%[57.1 µM]	6%	0%	-12%	-8%	-7%[57.1 µM]
COCCNS(=O)(=O)c1ccc2c(c1)C(=O)c1cc(S(=O)(=O)NCCOC)ccc1-2	0	-3%	1%	-12%	-14%	0%	-6%	6%	-11%
COc1ccc(/C=N\NC(=O)c2nn(C)cc2Cl)cc1CN1CCOCC1	-10	-2%	0%	-4%[57.1 µM]	10%	1%	-13%	11%	1%[57.1 µM]
COc1cc(=O)[nH]c(SCC(=O)Nc2ccc3ccccc3c2)n1	-2	-2%	8%	13%	0%	-3%	-13%	4%	0%
COc1ccc(C2=NN3C(=O)c4c(ccc(OC)c4OC)C3C2)cc1 (stereo not given)	-3	5%	1%	-1%	0%	-1%	-8%	20%	-10%
CC(NC(=O)Nc1cccc([N+](=O)[O-])c1)c1ccc2c(c1)OCO2 (stereo not given)	1	-3%	-3%	6%	-7%	2%	-7%	16%	-5%
COc1ccc(NC(=O)c2ccc(-n3nc(C)c[n+]3[O-])cc2)cc1	-9	-1%	0%	10%[57.1 µM]	-8%	-4%	-6%	45%	10%[57.1 µM]
Cc1ccc(CCNC(=O)C2CCN(S(=O)(=O)N3CCCC3)CC2)cc1	-3	-4%	-2%	16%	-5%	-1%	-21%	-11%	4%
CC(=O)Nc1coc2ccc(Br)cc12	-4	2%	3%	5%[57.1 µM]	4%	-5%	-8%	19%	7%[57.1 µM]
CSc1nnc(-c2ccccc2)c(-c2ccccc2)n1	-1	-5%	4%	5%	-6%	-6%	-22%	0%	-3%
COc1ccc(/C=C2\C(=O)ON=C2c2ccccc2)cc1	-32*	-1%	-10%	14µM*	3%	-20%	-23%	-100%[56.9 µM]	-7%
Cc1cc(C)nc(Sc2c(C)n[nH]c2C)n1	-14	-3%	-8%	24%	-5%	1%	-17%	13%	10%
Cc1ccccc1C(=O)NNC(=O)C1CCN(C(=O)Nc2ccccc2)CC1	-5	-3%	0%	12%	-6%	-1%	-8%	-7%	5%
CN1CCN(c2ccc(NC(=O)CSc3nnnn3-c3ccccc3Cl)cc2)CC1	3	-1%	-8%	3%[57.1 µM]	?	0%	5%	3%[56.9 µM]	5%[57.1 µM]
CC(C)(C)n1ncc2c(=O)n(Cc3ccccc3C(F)(F)F)cnc21	/	-6%	/	3%	/	2%	/	/	-3%
O=C(Nc1ccccc1)/C(=C/c1ccccc1)NC(=O)c1ccco1	-5	0%	-4%	-1%[57.1 µM]	-2%	-4%	-1%	-1%	0%
COC(=O)c1ccc(COc2ccc(C=O)cc2)o1	-16	4%	-6%	5%	-4%	-3%	-21%	5%	0%
COc1ccc(S(=O)(=O)CCc2nnc(NC(C)=O)s2)cc1	-4	-3%	-1%	5%[57.1 µM]	-5%	8%	-14%	-26%	8%[57.1 µM]
CC(C)CC(=O)NC(=S)Nc1ccccc1N1CCCC1	-1	-2%	10%	0%	?	-2%	?	-30%	-6%
CCCCn1c(SCC(=O)NC2CCS(=O)(=O)C2)nc2cc(S(N)(=O)=O)ccc21 (stereo not given)	-1	-4%	0%	4%	6%	6%	-6%	-19%	0%
Cc1[nH]nc2oc(=O)c(CCO)c(C)c12	0	5%	2%	4%	-4%	0%	3%	14%	11%
Cc1ccc(C)c(SCC(=O)c2ccc[nH]2)c1	-2	-3%	12%	12%	-2%	-1%	-15%	4%	-5%
Cc1ccc(C)c(NC(=O)CN2C(=O)CCc3cc(S(=O)(=O)N4CCCCC4)ccc32)c1	-1	3%	4%	8%[57.1 µM]	11%	0%	-22%	4%	5%[57.1 µM]
CC(=O)N1CSCC1C(=O)O (stereo not given)	-5	-2%	2%	10%	1%	1%	-21%	-30%	5%

Copied from the results shown for reference:
SMILES	LDHA inh	GRP78 ERSR act	mIDH1 inhibitor	TrxR1 inh	Vif-A3F inh	Vif-APOBEC3G blk	USP1-UAF1 inh	RGS4 inhibitor	TrxR1 substrate
CCCCn1c(SCC(=O)NC2CCS(=O)(=O)C2)nc2cc(S(N)(=O)=O)ccc21 (stereo not given)	-1	-4%	0%	4%	6%	6%	-6%	-19%	0%
Cc1[nH]nc2oc(=O)c(CCO)c(C)c12	0	5%	2%	4%	-4%	0%	3%	14%	11%
Cc1ccc(C)c(SCC(=O)c2ccc[nH]2)c1	-2	-3%	12%	12%	-2%	-1%	-15%	4%	-5%

(cont.)
SMILES	LDHA inh	GRP78 ERSR act	mIDH1 inhibitor	TrxR1 inh	Vif-A3F inh	Vif-APOBEC3G blk	USP1-UAF1 inh	RGS4 inhibitor	TrxR1 substrate
CCCNC(=O)C1Cc2cc(S(=O)(=O)N3CCCC3)ccc2N1C(C)=O (stereo not given)	-4	10%	-10%	12%	-7%	-1%	-20%	19%[11.4 µM]	1%
Cn1nc(-c2ccc(N3CCCCC3)c(NC(=O)c3ccc(Cl)cc3)c2)c2ccccc2c1=O	-7	5%	-3%	25%	3%	3%	-25%	14%	7%
COc1ccc(-c2cc(=O)oc3cc(OCc4nn[nH]n4)ccc23)cc1	-23	-2%	-5%	26%[0.457 µM]	-5%	1%	-8%	13%	3%
C=CCC1(C)C(=O)N(c2ccccc2)c2ccccc21 (stereo not given)	3	-4%	8%	-2%	9%	1%	-4%	15%	-3%
C=CCNc1sc(C(=O)c2ccccc2)c(N)c1C#N	-6	-1%	1%	7%[57.1 µM]	5%	-2%	-13%	-7%	-8%
Nc1ccc(-c2cc(-c3cccc(N)c3)nc(-c3ccccc3)n2)cc1	-3	0%	2%	6%	1%	-6%	-15%	-28%	18%
COc1cc(C2NC(=O)NC(c3ccccc3)=C2C(C)=O)c(Cl)cc1OCC(=O)O (stereo not given)	-5	1%	0%	7%[57.1 µM]	0%	-3%	-23%	9%	3%[57.1 µM]
CCOc1ccc(NC(=O)CCN2CCN(c3ccccc3F)CC2)cc1	-4	-3%	5%	10%	-9%	?	-16%	12%	-3%
CCc1c(O)cc2n(c1=O)-c1ccc(Cl)cc1C2(C)C	-4	-6%	1%	-19%	-14%	2%	-19%	-18%	-9%
CCNC(=O)C(=O)Nc1ccc([N+](=O)[O-])cc1	0	1%	7%	-3%	-7%	-1%	-9%	18%	-6%

A few values from the entries so far:
CCc1c(O)cc2n(c1=O)-c1ccc(Cl)cc1C2(C)C in RGS4 inhibitor reads -18%
C=CCNc1sc(C(=O)c2ccccc2)c(N)c1C#N in Vif-APOBEC3G blk reads -2%

Next section.
SMILES	LDHA inh	GRP78 ERSR act	mIDH1 inhibitor	TrxR1 inh	Vif-A3F inh	Vif-APOBEC3G blk	USP1-UAF1 inh	RGS4 inhibitor	TrxR1 substrate
CN(C)c1ccc(CN(Cc2ccco2)C(=O)c2ccco2)cc1	3	0%	-2%	4%[57.1 µM]	7%	6%	-5%	-14%[56.9 µM]	2%[57.1 µM]
CCOC(=O)C1CCCN(C(=O)c2cc(S(=O)(=O)Nc3ccccc3OC)ccc2C)C1 (stereo not given)	0	5%	7%	10%	?	-3%	-13%	0%	6%
CCC1CN(C(=O)N2CCC(C(=O)NCc3ccc(OC)cc3OC)CC2)c2ccccc2O1 (stereo not given)	0	-5%	0%	6%	2%	-5%	-18%	-5%	1%
Cc1ccc(-c2nc(SC(C)C(=O)N3CCOCC3)n[nH]2)cc1 (stereo not given)	-8	4%	-4%	13%	3%	-2%	-13%	15%	5%

Among those listed so far, two contain a COOH group:
SMILES	LDHA inh	GRP78 ERSR act	mIDH1 inhibitor	TrxR1 inh	Vif-A3F inh	Vif-APOBEC3G blk	USP1-UAF1 inh	RGS4 inhibitor	TrxR1 substrate
CC(=O)N1CSCC1C(=O)O (stereo not given)	-5	-2%	2%	10%	1%	1%	-21%	-30%	5%
COc1cc(C2NC(=O)NC(c3ccccc3)=C2C(C)=O)c(Cl)cc1OCC(=O)O (stereo not given)	-5	1%	0%	7%[57.1 µM]	0%	-3%	-23%	9%	3%[57.1 µM]

The list is partial; count on the stated rates, not on these rows.
